# FLuc modulator – firefly luciferase modulation, counter-screen for miR-21 project; P08659; purified FLuc, Km substrates, luminescence inhibition; Potency, µM (top dose mostly 57.5 µM), for inactives: at the top dose activity change, negative = inhibition, most hits filed as inhibitors; 360,000 compounds, 6.9% hits; AID 588342;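 further: plate controls were vehicle for no effect and reference inhibitor for full effect; nearly all actives have a fitted effect of over 55% in size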
#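 Purified P. pyralis luciferase (10nM final) with 10uM D-luciferin and 10uM ATP (Km levels) in 50mM Tris acetate pH 7.5, 10mM Mg acetate, 0.01% Tween-20, 0.05% BSA; qHTS 6-point titration, ~60 µM downward; luminescence read.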
# p53 reactivation – re-activators of mutant p53 | H1299 p53-A138V BP100-luciferase reporter, luminescence, 24 h | Potency, µM (series often up to 92.2 µM), inactives show at the top dose activity change, positive = activation, most hits filed as activators | 320,000 compounds, 0.063% hits | AID 504706; further: % of control where 0% means no effect; nearly all actives have a fitted effect of over 45% in size
#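 H1299 (p53-null), stable ts p53-A138V + BP100-Luc; 1000 cells/well, Opti-MEM/10% FBS; cpd 4 pt, 1:5; 24 h, 37 deg C, 5% CO2; detection reagent 10 min RT; luminescence.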
# NPC1 promoter act – NPC1 promoter activation. Huh7 NPC1 promoter luciferase reporter, 24 h. Potency, µM (doses to about 9.22 µM), inactives show at the highest dose activation, usual class: activators. 320,000 compounds, 2.4% hits;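 further: % of control where 0% means no effect; nearly all actives have a fitted effect of over 60% in size; reporter is driven by a mutant NPC1 promoter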
#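 Readout is luciferase luminescence, reflecting NPC1 promoter activation in stably transfected Huh7 cells after 24 h compound exposure at 37 °C in reduced-serum medium with 10% FBS.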
# CXXC DNA block – blocks binding of human MLL CXXC domain to DNA; Q03164; MLL-CXXC / FITC-HOXA9 DNA fluorescence polarization; Potency, µM (top dose mostly 115 µM), for the others: at the top dose activity change, negative = inhibition, usual class: inhibitors; 290,000 compounds, 0.037% hits; AID 2662; active means well fitted inhibition curve with a large enough effect in the polarisation, with a control signal flat, not every such curve was filed as active; inconclusive means small, poorly fitted or top-dose-only effect, or effect the other way, or a change in a side signal; inactive means no such curve, though single readings can be large or run the other way; the % refers to the polarisation
#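 Fluorescence polarization: 7 uM MLL-CXXC (stock) preincubated 5 min with compounds, then 50 nM fluorescein-HOX-A9 DNA (stock) added; 30 min ambient. Buffer 50 mM Tris-HCl pH 7.5, 50 mM NaCl, 1 mM DTT, 0.05% BSA.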
# ELG1 genotox – inducers of genotoxicity in HEK293T ELG1-luciferase cells; AID 504466; Potency, µM (series often up to 46 µM), inactives show top-dose activity change, positive = activation, most hits filed as activators; HEK293T ELG1-luciferase reporter, luminescence, 16 h; 330,000 compounds, 1.3% hits; further: % of control where 0% means no effect; nearly all actives have a fitted effect of over 60% in size
#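 Screening used a luciferase reporter fused to human ELG1 in HEK293T cells. Luminescence was read on a CCD plate imager after 16 hr exposure and 30 min ONE-Glo incubation.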
# MBNL1-CUG inh – blocks human MBNL1 binding to CUG repeat RNA | Q9NR56 | TR-FRET MBNL1-His/biotin-(CUG)12 binding, 665/545 ratio | Potency, µM (top dose mostly 57.5 µM), for the others: at the highest dose activity change, negative = inhibition, hits mostly inhibitors | 280,000 compounds, 0.036% hits; active means well fitted inhibition curve with a large enough effect in the signal ratio, with a control signal flat, not every such curve was filed as active; inconclusive means small, poorly fitted or top-dose-only effect, or effect the other way, or a change in a side signal; inactive means no such curve, though single readings can be large or run the other way; the % refers to the signal ratio; further: on the % scale 0 is the no-effect control and ±100 the full control effect
# Target sequence (Q9NR56 whole entry, looked up): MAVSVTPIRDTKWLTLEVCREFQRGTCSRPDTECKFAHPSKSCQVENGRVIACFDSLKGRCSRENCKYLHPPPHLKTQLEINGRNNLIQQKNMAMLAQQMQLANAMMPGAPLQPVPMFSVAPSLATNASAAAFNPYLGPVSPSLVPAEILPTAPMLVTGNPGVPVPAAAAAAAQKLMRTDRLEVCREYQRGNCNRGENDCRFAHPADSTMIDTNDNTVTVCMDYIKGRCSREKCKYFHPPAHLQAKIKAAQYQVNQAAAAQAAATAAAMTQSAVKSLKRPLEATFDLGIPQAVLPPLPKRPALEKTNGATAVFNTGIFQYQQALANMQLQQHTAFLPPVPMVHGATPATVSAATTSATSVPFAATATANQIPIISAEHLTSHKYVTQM
#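 Compounds (final 92 nM to 58 uM) are added to His-tagged MBNL1 and biotin-(CUG)12, then terbium anti-His antibody and streptavidin-XL665 (5 nM final). After 60 min at room temperature, the 665/545 nm ratio is read.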
# Gal4-VP16 FLuc – Gal4-VP16 reporter inhibition counter-screen | Drosophila S2 Gal4-VP16 UAS-luciferase, luminescence, 20 h | Potency, µM (top dose mostly 53.6 µM), for the others: at the highest dose activity, negative = inhibition, hits mostly inhibitors | 310,000 compounds, 3.5% hits | AID 2546;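 further: Gal4-VP16 expression switched on by copper sulfate through the metallothionein promoter; on the % scale 0 is the no-effect control and ±100 the full control effect; nearly all actives have a fitted effect of over 50% in size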
# BRCA1 expr act – increases BRCA1 expression. Potency, µM (titrated, usually from 46.1 µM), for the others: top-dose activation, hits mostly activators. 380,000 compounds, 1.1% hits. MCF7-BRCA1-FFLuc reporter, luminescence, 48 h; response scale: scaled: vehicle 0%, 10 µM genistein 100%. AID 624202; further: nearly all actives have a fitted effect of over 80% in size; some results filed as inactive show a strong effect at the top dose
#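 Cells: MCF7-BRCA1-FFLuc, 2000/well. Exposure: 48 h, 37 °C, 5% CO2. Read: luminescence, 15 min post-substrate. Controls: genistein 10 microM (maximal activation), DMSO (neutral).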
# uPA generation – inhibitors of cell surface uPA generation; cell surface uPA generation assay, qHTS; Potency, µM (series often up to 38.3 µM), inactives show at the highest dose activity change, negative = inhibition, usual class: inhibitors; 330,000 compounds, 0.31% hits; AID 540303; active means well fitted inhibition curve with a large enough effect; inconclusive means small, poorly fitted or top-dose-only effect; inactive means no such curve, though single readings can be large or run the other way; tested in mouse RAW 264.7 cells; further: on the % scale 0 is the no-effect control and ±100 the full control effect; nearly all actives have a fitted effect of over 55% in size
# RORg inh – ROR gamma (mouse) transcription inhibition. P51450. Drosophila S2 Gal4-RORgamma UAS-luciferase reporter, 20 h. Potency, µM (highest dose often 53.6 µM), for inactives: top-dose activity change, negative = inhibition, usual class: inhibitors. 310,000 compounds, 5.4% hits. AID 2551; further: on the % scale 0 is the no-effect control and ±100 the full control effect; nearly all actives have a fitted effect of over 60% in size
# Target sequence (P51450 whole entry, looked up, the tested form may be a part): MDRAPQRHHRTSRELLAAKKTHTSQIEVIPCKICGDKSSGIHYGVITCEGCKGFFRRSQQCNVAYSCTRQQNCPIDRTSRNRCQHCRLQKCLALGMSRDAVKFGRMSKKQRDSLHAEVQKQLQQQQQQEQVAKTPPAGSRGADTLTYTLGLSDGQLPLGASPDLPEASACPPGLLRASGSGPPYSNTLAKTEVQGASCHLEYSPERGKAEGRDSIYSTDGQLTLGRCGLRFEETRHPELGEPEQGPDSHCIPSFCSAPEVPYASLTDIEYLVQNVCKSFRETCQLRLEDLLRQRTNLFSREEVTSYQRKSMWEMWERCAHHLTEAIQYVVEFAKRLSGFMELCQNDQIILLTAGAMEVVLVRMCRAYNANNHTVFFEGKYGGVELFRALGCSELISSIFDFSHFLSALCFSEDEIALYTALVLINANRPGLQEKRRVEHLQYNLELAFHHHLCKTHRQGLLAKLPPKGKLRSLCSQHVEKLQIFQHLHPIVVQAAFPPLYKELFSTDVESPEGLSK
#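 Compounds are pin-transferred onto Drosophila Schneider cells expressing a copper-inducible Gal4–ROR gamma transactivation domain fusion. After 1 hr, copper sulfate is added to 700 uM final; luciferase is read 20 hr later.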
# Rab9 prom act – Rab9 promoter activation; Huh7 Rab9 promoter-luciferase reporter, luminescence, 24 h; Potency, µM (doses to about 9.22 µM), for the others: top-dose activation, negative = inhibition, usual class: activators; 320,000 compounds, 2.8% hits; further: % of control where 0% means no effect; nearly all actives have a fitted effect of over 60% in size
#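 Luciferase signal after 10 min detection reagent at ambient indicates Rab9 promoter upregulation; stably transfected Huh7 cells were treated 24 h with compound in DMSO at 37 °C, 5% CO2.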
# * marks the source's active call; other numbers are inactive results; u = inconclusive; x = no result given; [ ] = remark or other dose. Unless noted, the call rests on the fitted dose curve; in most records, active means well fitted curve in the direction sought with a large enough effect; inconclusive means small, poorly fitted or top-dose-only effect, or another doubt; inactive means no such curve, though single readings can be large; an effect the other way counts as inactive or inconclusive. Potency means the concentration at half of the fitted maximal effect.
SMILES	FLuc modulator	p53 reactivation	NPC1 promoter act	CXXC DNA block	ELG1 genotox	MBNL1-CUG inh	Gal4-VP16 FLuc	BRCA1 expr act	uPA generation	RORg inh	Rab9 prom act
CCOC(=O)c1sc(NC(=O)C2CCC2)cc1C	12µM*	1%	u	-16%	u	-1%	1%	u	-25%	-2%	u
O=C(NC(=S)Nc1ccc(N2CCCCC2)cc1)c1cccs1	5.4µM*	u	1.3µM*	1%	2.9µM*	-3%	5µM*	121%	x	3.2µM*	2.2µM*
CC1(C)C(=O)C2(CCCCC2)C(=O)OC1c1cccn1-c1ccc([N+](=O)[O-])cc1 (configuration not stated)	-1%	2%	-5%	-13%	1%	-8%	1%	-20%	-3%	-6%	-2%
COc1ccc(-c2noc(CNC(=O)CCCN3C(=O)[C@H]4CC=CC[C@H]4C3=O)n2)cc1	0%	-1%	-1%	3%	6%	-4%	0%	-3%	-2%	9%	0%
Oc1[nH]c2ccccc2c1N=Nc1ccccc1	6µM*	28µM*	4%	u	u	1%	3%	79%	3%	6%	u
CCN(CC)CCNc1cc(C)nc2c1C(=O)C(=O)C=C2N1CCCCC1	-19%	10%	-29%	7%	-1%	1%	-3%	-92%	u	5µM*	-47%[inhibitor]
O=C(NCCN1CCN(c2ccccc2)CC1)C1CCN(S(=O)(=O)c2cccc3nsnc23)CC1	-10%	-5%	-3%	-9%	-16%	8%	-14%	-9%	7%	-7%	2%
O=C(Cc1ccccc1[N+](=O)[O-])NCCc1ccc(F)cc1	4%	x	8%	22%	1%	13%	7%	-3%	-6%	-44%	10%
CCNC(=S)NCc1ccc2c(c1)OCO2	-1%	-4%	0%	5%	-1%	-1%	-18%	0%	6%	-31%	1%
CN(C)CCOc1nc(-c2ccccc2)nc2c1oc1ccccc12	-15%	-9%	-7%	35µM*	0%	-18%	u	-84%[inhibitor]	-19%	-37%	-6%
O=C(N/N=C/C=C/c1ccc2c(c1)OCO2)C(O)c1ccccc1 (configuration not stated)	u	7%	-3%	5%	6%	u	u	-5%	8%	u	0%
CC(CCC(=O)O)(c1ccc(O)cc1)c1ccc(O)cc1	-10%	-1%	-1%	x	1%	x	6%	31%	0%	-6%	-4%
COc1cc2c(cc1OC)CN(CC(=O)Nc1cccc([N+](=O)[O-])c1)CC2	-2%	-6%	-1%	0%	-5%	u	15%	-23%	-4%	-10%	-1%
Cc1ccnc2c1ccc1c(C)ccnc12	-19%	u	-14%	x	u	x	x	-80%	u	x	-15%
O=C1CN(C(=O)COC(=O)C23CC4CC(CC(O)(C4)C2)C3)c2ccccc2N1	-2%	7%	-2%	7%	1%	-10%	5%	2%	-1%	14%	9%
CC(=O)Nc1ccccc1OC(C)C(=O)N1CCC(C)CC1 (configuration not stated)	2%	5%	-7%	8%	-1%	2%	-3%	-3%	-6%	15%	-4%
COc1ccc(OC)c(CNC(=O)C(C)n2nc(C)c3c(C)n(-c4ccccc4)nc3c2=O)c1 (configuration not stated)	0%	-2%	-7%	-6%	-7%	-1%	7%	0%	-1%	-6%	-8%
CC(NC(=O)C(C)(C)C)C(c1cccs1)N1CCN(Cc2ccccc2)CC1 (configuration not stated)	-1%	1%	3%	-4%	0%	-4%	-4%	-11%	u	10%	2%
Cc1ccc(CCN2CC(C(=O)N3CCN(c4ccc(F)cc4)CC3)CC2=O)cc1 (configuration not stated)	-1%	1%	-2%	-3%	-5%	2%	14%	8%	x	23%	-1%
COc1ccc(/C=C(\CC(=O)O)c2nc3ccccc3o2)cc1	9.5µM*	4%	2%	0%	16µM*	u	5%	38%	4%	17%	u
CCCOC(=O)c1ccc(NC(=O)C(=O)NCCN(CC)CC)cc1	4%	5%	-2%	3%	-1%	-2%	11%	16%	12%	2%	0%
O=C1CCCN1CC(O)CS(=O)(=O)Cc1ccccc1 (configuration not stated)	-2%	-1%	-5%	-1%	0%	-1%	-3%	-3%	3%	-5%	0%
CCOC(=O)N/N=C/c1ccccc1F	u	u	2.5µM*	-2%	28%	6%	-10%	10µM*	-4%	-2%	2.8µM*
COc1ccc(CC(=O)N/N=C(/C)c2ccco2)cc1	0%	2%	-11%	u	0%	6%	0%	-2%	5%	5%	-3%

# More entries follow:
# Every second line gives: FLuc modulator	p53 reactivation	NPC1 promoter act	CXXC DNA block	ELG1 genotox	MBNL1-CUG inh	Gal4-VP16 FLuc	BRCA1 expr act	uPA generation	RORg inh	Rab9 prom act
CSc1cccc(NC(C)=O)c1
    -15%	21%	2%	-1%	0%	-18%	-20%	1%	1%	26%	-1%
Cc1cc(OC(=O)c2ccc(OC(C)C)cc2)c([N+](=O)[O-])c(=O)[nH]1
    6%	3%	-3%	3%	2%	-5%	-2%	11%	-9%	-32%	-1%
CC(=O)Nc1cccc(OC(=O)COc2ccc(Br)cc2)c1
    u	1%	-1%	1%	0%	11%[11.5 µM]	-2%	2%	-4%	7%	-5%
CCCN(CCC)C(=O)c1cc(S(=O)(=O)N2CCCCC2)c[nH]1
    0%	11%	-12%	0%	1%	0%	7%	0%	5%	-1%	-4%
COc1cc(CN(CC2CCCO2)C(=O)c2ccco2)cc(OC)c1OC (configuration not stated)
    -4%	1%	-1%	0%	6%	-4%	2%	-10%	9%	-6%	-1%
COc1ccccc1N1CCN(c2ncc(C(=O)N3CCN(c4cccc(Cl)c4)CC3)c3ccccc23)CC1
    -10%	2%	-27%	-1%	-20%	-4%	-3%	-10%	6%	-16%	-17%
O=S1(=O)CCOC[C@H](CC2CCCCC2)N1Cc1ccccc1
    2%	x	-4%	-1%	0%	0%	-7%	-13%	4%	-28%	1%
COc1ccc(S(=O)(=O)N2CCN(CCO)CC2)cc1-c1nnc2c3ccccc3c(C)nn12
    0%	2%	-2%	11%	4%	9%	3%	18%	8%	-11%	-3%
COc1ccc(CCC(=O)Nc2cc(S(=O)(=O)N3CCCCC3)ccc2N(C)C)cc1
    x	20%	2%	x	0%	x	x	-11%	12%	x	-11%
Cc1ccc(NC(=O)c2cc(Cl)nc3ccccc23)cc1
    2%	0%	-7%	0%	-1%	-4%	2%	1%[1.84 µM]	0%	3%	3%
CCc1nnc(NS(=O)(=O)c2ccc(NC(=O)c3cc(Cl)ccc3OC)cc2)s1
    0%	-4%	4%	u	4%	-6%	-3%	-6%	10%	22%	0%
CC(C)(C)C(=O)COC(=O)c1cc(-c2cccnc2)nc2ccccc12
    u	-4%	-1%	10%	-14%	u	35µM*	-8%	-1%	u	-4%

# Nothing new here: entries from further up.
# Every second line gives: FLuc modulator	p53 reactivation	NPC1 promoter act	CXXC DNA block	ELG1 genotox	MBNL1-CUG inh	Gal4-VP16 FLuc	BRCA1 expr act	uPA generation	RORg inh	Rab9 prom act
CCCN(CCC)C(=O)c1cc(S(=O)(=O)N2CCCCC2)c[nH]1
    0%	11%	-12%	0%	1%	0%	7%	0%	5%	-1%	-4%
COc1cc(CN(CC2CCCO2)C(=O)c2ccco2)cc(OC)c1OC (configuration not stated)
    -4%	1%	-1%	0%	6%	-4%	2%	-10%	9%	-6%	-1%
COc1ccccc1N1CCN(c2ncc(C(=O)N3CCN(c4cccc(Cl)c4)CC3)c3ccccc23)CC1
    -10%	2%	-27%	-1%	-20%	-4%	-3%	-10%	6%	-16%	-17%
O=S1(=O)CCOC[C@H](CC2CCCCC2)N1Cc1ccccc1
    2%	x	-4%	-1%	0%	0%	-7%	-13%	4%	-28%	1%

# Assay outcomes from PubChem.

# A portion of the library, so the mix of outcomes need not match the whole.
